Screening results deposited in PubChem by several laboratories.
NPY-Y1 PAM-ag: potentiates or activates human NPY-Y1 receptor; P25929; NPY-Y1 expressing cells, potentiator/agonist activation; activation, % at 3.6 µM; 220,000 tested, 0.37% active; in the data active means activation above about 33%, passing the limit was not always enough;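 further: cells stimulated with NPY at EC10 then isoproterenol at EC100; 0% = low agonist plus stimulus and 100% = saturating agonist plus stimulus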
Target sequence (P25929 whole entry, looked up): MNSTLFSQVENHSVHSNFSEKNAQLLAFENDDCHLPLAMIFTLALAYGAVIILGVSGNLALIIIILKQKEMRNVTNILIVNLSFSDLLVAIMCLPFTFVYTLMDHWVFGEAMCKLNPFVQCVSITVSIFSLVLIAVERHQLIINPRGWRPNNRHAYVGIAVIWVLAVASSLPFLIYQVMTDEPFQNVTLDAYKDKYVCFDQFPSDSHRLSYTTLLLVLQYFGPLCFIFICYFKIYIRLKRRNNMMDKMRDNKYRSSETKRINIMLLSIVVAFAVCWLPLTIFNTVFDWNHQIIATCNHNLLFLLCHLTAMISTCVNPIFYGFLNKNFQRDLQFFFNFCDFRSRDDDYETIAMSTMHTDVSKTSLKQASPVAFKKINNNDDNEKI
NPY-Y1 antag: blocks the human neuropeptide Y Y1 receptor. P25929. HEK293-CNG Y1 cells, membrane potential fluorescence; NPY at EC95, then isoproterenol. inhibition, % at 3.6 µM. 200,000 tested, 1% active. AID 1040;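 active means inhibition above the campaign mean inhibition of all tested compounds plus 3 SD, cut at about 20% in these data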;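 further: 0% = DMSO wells given NPY plus isoproterenol and 100% = isoproterenol alone without NPY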
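Material: Y1- and CNG-channel-expressing HEK293 cells / Probe or stimulus: NPY 25 nM then isoproterenol 1 µM plus Ro 20-1724 25 µM / Doses: 3.6 µM single dose, DMSO 0.4% / Schedule: compound incubation 1 h at room temperature, readout 45 min post-stimulation / Signal: membrane potential fluorescence / Benchmarks: isoproterenol-only wells as full block versus NPY-plus-isoproterenol wells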
TRPML3 ag: human mucolipin-3 channel agonism. HEK293 TRPML3-YFP, Fluo-8 calcium fluorescence; 100% = the carbachol control signal. activation, % at 3 µM. 220,000 tested, 0.29% active;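 active means activation above its plate's cutoff, the mean activation of the plate's test wells plus 3 SD, cut at about 12% in these data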;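 further: 0% = DMSO only wells and 100% = carbachol wells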
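Material: HEK293 cells stably carrying human TRPML3-YFP; compound dosing: single dose, 3 µM final nominal compound, 0.3% DMSO final; incubation: 1-h 37 °C dye load, 5-s basal, 120-s post-compound reads; technique: Fluo-8 intracellular calcium fluorescence, excitation 470-495 nm, emission 515-575 nm; read-out basis: percent activation from peak-to-basal fluorescence ratio, scaled between DMSO and carbachol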
EP2 modulator: modulates human prostaglandin E2 receptor EP2 signaling; P43116; AID 940; EP2-expressing cells, cAMP HTRF FRET, PGE2 co-stimulation; 260,000 tested, 0.83% active; induction, % at 25 µM;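 active means compounds whose cAMP rise, as percent of the full-agonist control response, exceeds 60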;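 further: rat C6 glioma line stably carrying human EP2 under a CMV promoter; the protocol text gives 20 µM as final concentration; 100% = response of wells given 1 µM PGE2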
NPY2 pot ag: potentiates or activates human NPY-Y2 receptor; P49146; cells expressing NPY-Y2, potentiator/agonist read-out; activation, % at 3.6 µM; 220,000 tested, 0.45% active; AID 1359; in the data active means activation above about 27%;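 further: cells stimulated with NPY near EC25 plus isoproterenol at EC100; 0% = vehicle plus submaximal agonist and 100% = vehicle plus saturating agonist; some results beyond the cut were filed as inactive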
CHOP inhibitor: inhibitors of CHOP induction in ER stress response. CHO-K1 CHOP-promoter luciferase, tunicamycin-induced, 15-18 h. inhibition, % at 10 µM. 220,000 tested, 3.8% active;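 active means compounds that reduced the stress-induced luciferase reporter signal by more than about 70% of percent inhibition, limit read from the data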;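 further: 0% = tunicamycin plus vehicle and 100% = wells without tunicamycin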
S1P4 agonist: agonists of human S1P4 receptor. O95977. S1P4-expressing cell line, agonist reporter assay. AID 1509. activation, % at 4.98 µM. 220,000 tested, 0.35% active; in the data active means activation above about 11%;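 further: 0% = DMSO vehicle and 100% = reference agonist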
Target sequence (O95977 whole entry, looked up): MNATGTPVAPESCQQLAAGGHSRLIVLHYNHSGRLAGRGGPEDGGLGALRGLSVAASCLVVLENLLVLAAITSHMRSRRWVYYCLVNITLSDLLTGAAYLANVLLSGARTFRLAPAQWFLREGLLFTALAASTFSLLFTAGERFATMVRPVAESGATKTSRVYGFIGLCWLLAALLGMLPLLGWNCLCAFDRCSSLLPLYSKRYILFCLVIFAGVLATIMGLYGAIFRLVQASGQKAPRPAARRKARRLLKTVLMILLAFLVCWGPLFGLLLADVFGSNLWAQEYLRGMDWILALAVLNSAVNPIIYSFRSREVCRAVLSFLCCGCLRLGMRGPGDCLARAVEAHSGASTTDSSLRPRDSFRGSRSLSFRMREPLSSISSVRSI
zfTRPN1 agonist: activates the zebrafish TRPN1 channel | HEK293 zebrafish TRPN1-YFP, Fluo-8 calcium fluorescence; 100% = response to 87 µM carbachol | activation, % at 3 µM | 220,000 tested, 0.18% active;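 active means activation above its plate's cutoff, the mean activation of test wells on that plate plus 3 SD, cut at about 19% in these data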;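 further: 0% = DMSO alone and 100% = 87 µM carbachol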
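Assay system: Zebrafish TRPN1-YFP in HEK293 cells | Incubation: Dye loading 1 h at 37 °C, then 30 min room temperature | Measured by: Kinetic Fluo-8 fluorescence, ex 470-495, em 515-575 nm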
S1P4 antag: blocks the human S1P4 receptor; S1P4-expressing cells, antagonist mode, reporter read-out; inhibition, % at 4.98 µM; 220,000 tested, 0.26% active; in the data active means inhibition above about 29%;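 further: 0% = wells stimulated with agonist and 100% = vehicle wells without agonist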
Numbers without * were called inactive; . = no result given; & = joins results of further samples. Hits appear at their usual frequency. About 6.5% of those tested had a hit in this group.

SMILES | NPY-Y1 PAM-ag | NPY-Y1 antag | TRPML3 ag | EP2 modulator | NPY2 pot ag | CHOP inhibitor | S1P4 agonist | zfTRPN1 agonist | S1P4 antag
COC(=O)[C@H](CCSC)NC(=O)Nc1cccc(C)c1C | 32 | . | 0.1 | 8 | -5 | 3 | -0.3 | 1.2 | -8
CC(C)(C)C(=O)Nc1ccc(-c2cnco2)cc1 | 0 | . | 0.5 | -6 | 1 | 3 | -0.5 | 0.5 | 11
O=C(NCc1ccco1)C(c1ccccc1F)N(Cc1cccnc1)C(=O)Cn1nnc2ccccc21 (stereo not given) | -12 | 0 | 0.6 | 27 | -4 | 7 | 0.2 | 1.1 | 7
Cc1nn(Cc2ccccc2Cl)c(C)c1NC(=O)C1C2CCC(O2)C1C(=O)O (stereo not given) | -13 | 2 | 0.8 | -7 | 1 | -3 | 0.7 | 0.7 | -15
Cn1c(=O)n(Cc2ccccc2)c(=O)c2c1nc(NCC1CCCO1)n2Cc1ccccc1 (stereo not given) | 3 | 0 | -0.4 | 6 | 9 | 7 | -1.9 | -1.6 | -3
N#CCSc1nnc(CNc2cccc(Cl)c2)o1 | -6 | 0 | 0.4 | 2&-60 | -5 | 10 | 2.3 | -0.3 | -6
Cc1ccc(NC(=O)CCSCCC(=O)Nc2ccc(C)c(C)c2)cc1C | 11 | -9 | -0.7 | -22 | -5 | 29 | 0.4 | -1.1 | -11
CC(C)(C)Sc1ccc2nc3c(n2c1)CCCC3 | -15 | -2 | -0.3 | 28 | -25 | 4 | -1.7 | 0.0 | 7
COCCSc1ccccc1C(=O)Nc1nncs1 | -17 | 6 | 0.0 | 16&-1 | -1 | -9 | 0.7 | 0.9 | -6
COc1ccccc1C1/C(=C(/O)c2ccc(C)cc2)C(=O)C(=O)N1CCN1CCOCC1 (stereo not given) | -2 | -1 | 0.9 | 13 | 6 | 2 | 0.2 | 1.2 | -24
CCOC(=O)N1CCC(NC(=O)c2ccc(CS(=O)(=O)c3c(Cl)cccc3Cl)o2)CC1 | 0 | -1 | -0.4 | 18 | 7 | 20 | 0.0 | 2.3 | -8
COC(=O)C(CCCCN1C(=O)C2C3C=CC(C3)C2C1=O)N1C(=O)C2C3C=CC(C3)C2C1=O (stereo not given) | 15 | 2 | 0.6 | 5 | 11 | 24 | -0.8 | -0.7 | -6
O=C(Nc1ccc(F)cc1F)N1CCCC(c2nc(-c3ccc(F)cc3)no2)C1 (stereo not given) | -14 | 3 | 1.1 | -36 | -11 | 3 | -0.5 | -0.2 | -9
COc1ccc(CCN(C)C(=O)CCc2nnc(-c3ccccc3)o2)cc1OC | -4 | -1 | 0.4 | -51 | -3 | -16 | 2.8 | 0.1 | -2
Cc1ccc(-c2nc(C(=O)NC3CCCCCC3)no2)cc1 | -31 | 18 | -0.4 | . | -24 | . | -0.5 | -1.5 | -2
COc1cccc(/C=C/C(=O)OCC(=O)NCc2ccco2)c1OC | -7 | -2 | 0.2 | 2 | -6 | 20 | 0.4 | -2.3 | -11
O=C(Oc1ccc([N+](=O)[O-])cc1)c1ccc(Cl)c(S(=O)(=O)N2CCCCC2)c1 | 9 | 3 | 0.5 | -47 | 5 | 49 | -2.1 | 1.3 | -1
O=S(=O)(Cc1ccc(Cl)cc1)c1ccccc1-c1nnc(-c2ccc(Cl)cc2)o1 | 6 | 19 | 0.2 | 29 | 13 | 21 | 1.8 | -0.3 | -15
COc1ccc(NS(=O)(=O)c2c(C)n(C)c(=O)n(C)c2=O)cc1OC | 0 | -4 | 1.1 | 3 | -3 | -23 | 1.5 | 1.6 | -14
C=CCn1c(-c2csc3ccccc23)n[nH]c1=S | 13 | -4 | -0.8 | 6 | -17 | 6 | -2.8 | -1.4 | 3
CCOC(=O)C1=C(c2ccccc2)N=c2s/c(=C\c3cccc(O)c3)c(=O)n2C1c1cccs1 (stereo not given) | 0 | 5 | 0.5 | 13 | 10 | 90* | -1.1 | 0.6 | 7
NCCc1cnc[nH]1 | 16&2 | 2&1 | 1.2&1.8 | 1&20&3&22 | 8&5 | 0&12&-147 | -0.5&1.1 | -0.4&-0.7 | -16&-19
CCOC(=O)Cc1c(C)nc2c(-c3ccc(Cl)cc3)c(C)nn2c1C | 7 | 10 | 0.5 | 50 | 9 | 30 | 1.2 | 4.5 | 0
COc1ccc(-c2ccc(-c3nnn(CC(=O)N4CCOCC4)n3)cc2)cc1 | 7 | -7 | 0.8 | 26 | -8 | 35 | -0.3 | 1.8 | -23
COC(=O)c1cc(Nc2cc(C)c3c(O)cccc3n2)cc(C(=O)OC)c1 | -10 | . | -0.8 | -42 | -10 | 60 | -2.4 | 0.5 | -3

Single entries from the results shown:
`O=C(Nc1ccc(F)cc1F)N1CCCC(c2nc(-c3ccc(F)cc3)no2)C1` (stereo not given) | EP2 modulator: -36
`N#CCSc1nnc(CNc2cccc(Cl)c2)o1` | NPY-Y1 PAM-ag: -6

Back to the main list, starting five compounds before the break.
SMILES | NPY-Y1 PAM-ag | NPY-Y1 antag | TRPML3 ag | EP2 modulator | NPY2 pot ag | CHOP inhibitor | S1P4 agonist | zfTRPN1 agonist | S1P4 antag
CCOC(=O)C1=C(c2ccccc2)N=c2s/c(=C\c3cccc(O)c3)c(=O)n2C1c1cccs1 (stereo not given) | 0 | 5 | 0.5 | 13 | 10 | 90* | -1.1 | 0.6 | 7
NCCc1cnc[nH]1 | 16&2 | 2&1 | 1.2&1.8 | 1&20&3&22 | 8&5 | 0&12&-147 | -0.5&1.1 | -0.4&-0.7 | -16&-19
CCOC(=O)Cc1c(C)nc2c(-c3ccc(Cl)cc3)c(C)nn2c1C | 7 | 10 | 0.5 | 50 | 9 | 30 | 1.2 | 4.5 | 0
COc1ccc(-c2ccc(-c3nnn(CC(=O)N4CCOCC4)n3)cc2)cc1 | 7 | -7 | 0.8 | 26 | -8 | 35 | -0.3 | 1.8 | -23
COC(=O)c1cc(Nc2cc(C)c3c(O)cccc3n2)cc(C(=O)OC)c1 | -10 | . | -0.8 | -42 | -10 | 60 | -2.4 | 0.5 | -3
O=S(=O)(Cc1ccccc1)c1cnc2ccccc2n1 | -8 | 4 | 1.0 | 5 | -6 | -10 | -3.7 | 1.9 | -7
Cc1ccc(Nc2nc(C(=O)NCC3CCCO3)cs2)cc1 (stereo not given) | 11 | . | -0.1 | 2 | -1 | 7 | 0.9 | -0.3 | 1
Cc1c(NC(=O)CSc2nnnn2-c2ccc(O)cc2)c(=O)n(-c2ccccc2)n1C | 29 | 2 | 0.7 | -24 | 12 | 14 | -3.6 | 0.8 | 13
CC(C)(C)c1nnc(NC(=O)C2c3ccccc3Oc3ccccc32)s1 | 19 | . | 0.6 | 26 | -7 | 46 | 0.0 | 3.1 | 4
CC(=O)Nc1sc2c(c1C(c1ccc(F)cc1)N1CCOCC1)CCCC2 (stereo not given) | 22 | -1 | -0.3 | 30 | 8 | -8 | 1.3 | -0.8 | -5
O=C1NC2(CCCCC2)C(=O)N1/N=C/c1ccc(O)cc1O | 14 | 3 | 0.7 | 2 | 1 | -9 | 1.4 | 0.1 | -1
O=C(CN1C(=O)C2C3CC(C(Br)C3Br)C2C1=O)Nc1ccc(C(=O)O)cc1 (stereo not given) | -16 | . | 0.6 | 5 | 2 | -5 | 0.0 | 0.5 | 10
CC(=O)Nc1ccc(S(=O)(=O)N2CCN(CC3CC4C=CC3C4)CC2)cc1 (stereo not given) | 2 | 0 | 2.5 | -15 | -1 | 0 | 1.6 | 2.7 | -23
CC1CCN(CC(=O)c2c[nH]c3ccccc23)CC1 | 6 | 5 | 0.0 | -1 | 3 | 24 | 1.4 | -0.4 | -19
CC1=CC(c2ccc(Cl)cc2)n2nc(NC(=O)c3ccccc3)nc2N1 (stereo not given) | 26 | -9 | 1.0 | 0 | 4 | 11 | 0.9 | 0.5 | 8
O=C(O)c1ccc(N2CCCCC2)cc1 | 0 | -2 | -0.2 | -1 | -1 | -11 | 0.7 | 0.6 | -10
CCn1c(-c2nonc2NC(=O)c2ccccc2)nc2ccccc21 | -28 | 3 | -0.2 | -3 | -12 | 65 | 1.5 | -1.0 | -17
CCOc1ccc(/C=N/NC(=O)C2(O)c3ccccc3-c3ccccc32)cc1 | -6 | 3 | 1.7 | -7 | 4 | 6 | -0.1 | 4.2 | -10
CC(=O)Nc1cc(-c2nn(C)c(=O)c3ccccc23)ccc1N1CCOCC1 | -6 | -5 | 0.1 | 25 | 1 | -11 | 4.2 | -0.1 | -2
O=C(O)c1cccnc1Nc1ccc(Cl)cc1 | 4 | 8 | 0.6 | 23 | 7 | -8 | 1.3 | -0.5 | -9
O=C(CCC1CCCC1)NCc1ccccn1 | -9 | -3 | 0.6 | 10 | -24 | -5 | -0.9 | 0.8 | -1
Cn1c(OCc2ccco2)nc2c1c(=O)n(Cc1ccc(Cl)c(Cl)c1)c(=O)n2C | -18 | -6 | 0.1 | 31 | -4 | -21 | -0.8 | 0.1 | -10
CN(C)C(=O)COC(=O)/C=C/c1ccccc1[N+](=O)[O-] | 2 | -2 | 0.6 | 22 | -1 | 36 | -0.1 | -1.2 | -7
Cc1csc(SCCn2c(Br)nc3c2c(=O)[nH]c(=O)n3C)n1 | -12 | -3 | 0.6 | 26 | 1 | -8 | 1.1 | 1.9 | -13
CC(=O)c1cn(CCC(C)C)c(=O)[nH]c1=O | -2 | 5 | 1.1 | 22 | 9 | -12 | 0.2 | -0.4 | -6
CCC(C)c1ccc(O)c(NC(=O)c2ncn[nH]2)c1 (stereo not given) | 1 | -2 | 0.7 | -10 | -5 | 35 | -0.6 | -0.5 | -29
Cc1cccc(NC(=S)N(CCN(C)C)Cc2cc3cc(C)cc(C)c3[nH]c2=O)c1 | -8 | 17 | 0.5 | -34 | 5 | 17 | 0.3 | 0.6 | -6
Cc1ccccc1C(CC(=O)c1cccs1)C(C#N)C#N (stereo not given) | -12 | -3 | 0.3 | 20 | 4 | -145 | 0.2 | -1.1 | 14
N#CC1=C(N)C(C#N)(C#N)C(c2cccnc2)C2CCCC=C12 (stereo not given) | 1 | -9 | 0.9 | 33 | 0 | -2 | 0.7 | 2.7 | 2
Cc1ccc(NS(=O)(=O)c2cc3c4c(cccc4c2)C(=O)NC3=O)cc1C | 31 | . | -1.1 | -3 | 3 | 45 | 1.8 | -2.5 | -16
COC(=O)c1c(NC(=O)c2ccccc2)sc(C(N)=O)c1C | 2 | -5 | 0.8 | -23 | -2 | 3 | 1.4 | 3.0 | -17
